# Source: PubChem BioAssay (Sanford-Burnham Center for Chemical Genomics)
# 697 NFkB inh – lowers PMA/ionomycin-induced NF-kB signal in 697 B cells; 697 B-cell NF-kB luciferase reporter, 16 h; inhibition, % at 4 µM; 330,000 compounds, 0.33% hits; in the data active = inhibition above about 35%
# Mdm2-MdmX inh – human Mdm2/MdmX binding inhibition. inhibition, % at 8 µM. 330,000 compounds, 3% hits. AID 485346. SaOS-2 split-luciferase Mdm2/MdmX complementation, luminescence. O15151+Q00987;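 active = inhibition of at least 50% at 8 µM in the primary screen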
# Target sequence (O15151 whole entry, looked up): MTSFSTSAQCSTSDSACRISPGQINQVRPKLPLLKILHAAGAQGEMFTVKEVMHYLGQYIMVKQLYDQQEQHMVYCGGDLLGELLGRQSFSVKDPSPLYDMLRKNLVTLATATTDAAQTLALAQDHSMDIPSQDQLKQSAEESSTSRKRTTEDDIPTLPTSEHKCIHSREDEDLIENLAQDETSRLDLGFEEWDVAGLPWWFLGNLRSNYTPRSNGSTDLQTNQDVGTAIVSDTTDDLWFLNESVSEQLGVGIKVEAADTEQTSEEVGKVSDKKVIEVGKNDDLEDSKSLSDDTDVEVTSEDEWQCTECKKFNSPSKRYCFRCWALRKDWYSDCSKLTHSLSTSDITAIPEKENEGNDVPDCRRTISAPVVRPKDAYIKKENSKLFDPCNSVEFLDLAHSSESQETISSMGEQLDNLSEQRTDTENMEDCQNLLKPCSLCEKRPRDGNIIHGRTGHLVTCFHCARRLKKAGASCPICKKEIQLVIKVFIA
# Target sequence (Q00987 whole entry, looked up): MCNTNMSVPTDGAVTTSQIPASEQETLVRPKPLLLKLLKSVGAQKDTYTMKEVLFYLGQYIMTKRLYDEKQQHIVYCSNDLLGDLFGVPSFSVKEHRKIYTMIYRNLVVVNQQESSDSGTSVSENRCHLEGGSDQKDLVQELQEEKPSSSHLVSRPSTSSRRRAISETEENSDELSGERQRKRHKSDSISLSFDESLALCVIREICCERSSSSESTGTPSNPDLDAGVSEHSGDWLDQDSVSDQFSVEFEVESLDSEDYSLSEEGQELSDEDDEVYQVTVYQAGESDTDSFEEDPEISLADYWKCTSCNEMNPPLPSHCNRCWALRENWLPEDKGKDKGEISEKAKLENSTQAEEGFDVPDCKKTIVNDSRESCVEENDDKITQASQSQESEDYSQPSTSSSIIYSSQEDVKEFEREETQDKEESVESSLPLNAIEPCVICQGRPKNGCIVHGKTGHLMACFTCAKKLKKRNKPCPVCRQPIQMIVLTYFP
# TIM10 inh – growth inhibitors of TIM10 yeast strain | AID 463195 | S. cerevisiae TIM10 strain growth, BacTiter-Glo luminescence, 24 h | inhibition, % at 10 µM | 330,000 compounds, 1.4% hits;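 active = inhibition of 40% or more at the single tested concentration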;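 note: wild-type TIM10 isogenic control strain grown at permissive 25 °C; 0% = DMSO yeast wells and 100% = minimal medium wells without yeast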
# CHOP UPR activ – activators of apoptotic arm of unfolded protein response (CHOP) | activation, % at 10 µM | CHO-CHOP luciferase reporter, UPR activation, luminescence; percent of tunicamycin response over DMSO baseline | 330,000 compounds, 0.34% hits | AID 449763;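 active = at 10 µM dose, activation of 40% or more, normalized to positive control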;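 note: 100% = tunicamycin at 10 µg/mL and 0% = DMSO alone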
#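 Dosing – one dose, 10 µM in 0.5% DMSO · System – CHO-CHOP cells, stable luciferase reporter of PERK-eIF2a-CHOP signalling · Input – 500 cells/well · Control set – tunicamycin 10 µg/mL final as positive, DMSO-only wells as negative · Timing – 6 h compound treatment, 37 °C · Measure – % activation vs tunicamycin · Technique – luminescence read with Steady-Glo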
# XBP1 UPR activ – adaptive UPR (XBP1) activation | CHO-XBP1 luciferase reporter, IRE1-XBP1 UPR activation, luminescence; percent of tunicamycin response, DMSO as zero | activation, % at 20 µM | 330,000 compounds, 0.33% hits | AID 463104;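 active = versus positive control, 20 µM dose yields 30% or more activation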;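 note: 100% = tunicamycin at 10 µg/mL and 0% = DMSO only wells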
#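 Material: CHO cell line with stable XBP1 luciferase reporter; buffer or medium: F12 medium containing 10% fetal bovine serum; compound: single point, 20 µM final compound, 1% DMSO; incubation: 6 h treatment, 37 °C; measured by: glow luminescence from Steady-Glo reagent; evaluation: activation, % of tunicamycin; control set: tunicamycin high, DMSO low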
# tim10-1 inh – inhibits growth of tim10-1 mutant yeast. S. cerevisiae tim10-1 ts strain growth, BacTiter-Glo, 24 h. inhibition, % at 20 µM. 330,000 compounds, 2.2% hits. AID 463190;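 active = inhibition of at least 40%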;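 note: mutant grown at 25 °C; 0% = DMSO wells with yeast and 100% = wells holding no yeast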
# Jurkat NFkB inh – lowers PMA/ionomycin-induced NF-kB signal in Jurkat cells. inhibition, % at 4 µM. PMA/ionomycin-induced NF-kB luciferase reporter, luminescence. 330,000 compounds, 0.53% hits; in the data active = inhibition above about 50%
# tim23-1 inh – growth inhibitors of tim23-1 mutant yeast. S. cerevisiae tim23-1 growth, BacTiter-Glo luminescence, 24 h. inhibition, % at 20 µM. 330,000 compounds, 1.3% hits. AID 463212;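 active = growth inhibition of the mutant yeast at or above 50%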;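 note: temperature-sensitive mutant grown at 25 °C; plate controls were DMSO-treated mutant yeast for no effect and medium wells lacking yeast for full effect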
# * marks the source's active call; other numbers are inactive results.
SMILES,697 NFkB inh,Mdm2-MdmX inh,TIM10 inh,CHOP UPR activ,XBP1 UPR activ,tim10-1 inh,Jurkat NFkB inh,tim23-1 inh
O=C1C2C3C=CC(C3)C2C(=O)N1CCCCN1C(=O)C2C3C=CC(C3)C2C1=O (stereo unspecified),4.3,6.5,2.5,0.3,0.5,15.0,-6.0,9.2
Cc1c(C(C)NC(=O)Nc2ccc(F)cc2F)cnn1C (stereo unspecified),-20.5,3.9,-17.5,-0.3,2.6,3.0,-14.6,10.4
O=C1NC(Cc2ccccc2)c2nc3ccccc3c(=O)n2-c2cc(Cl)ccc21 (stereo unspecified),-7.9,-15.4,3.2,1.3,-0.9,11.2,-11.6,12.2
COc1cccc(-c2nc(NC(C)C)c3ccccc3n2)c1O,28.7,30.9,26.6,-0.2,8.7,56.9*,-4.4,54.8*
CCOC(=O)Cc1csc(N/N=C/c2ccccc2)n1,-9.9,-12.4,25.5,-1.3,1.2,41.3*,-16.7,35.9
O=C(C[n+]1cccc(Br)c1)c1ccccc1,3.9,17.1,5.6,1.1,-2.0,-2.6,14.4,8.0
CCOC(=O)Cc1csc(NC(=O)c2ccc(Br)cc2)n1,-19.3,27.5,-16.4,0.3,-0.4,-40.6,2.1,14.1
COCCNC(=O)COC(=O)/C=C/c1c(C)nn(Cc2ccc(Cl)cc2Cl)c1Cl,7.3,-0.1,29.0,-5.3,-3.2,20.1,-8.9,35.0
CC(C)NC(=O)CSc1nc(N)c(NC(=O)c2ccccc2F)c(=O)[nH]1,11.8,-31.2,-2.0,1.1,-0.5,9.1,17.6,15.4
CN(C)c1ccc(S(=O)(=O)N2CCC(Cc3ccccc3)CC2)cn1,-14.7,6.4,4.5,-0.3,-4.1,5.3,10.0,21.9
CC(=O)N=C(N)Sc1nc2ccccc2[nH]1,-127.1,-72.3,-8.1,5.2,-0.2,8.9,-85.5,19.8
CCC1CCc2c(c3ccccc3[nH]c2=O)O1 (stereo unspecified),0.6,19.9,4.9,-2.6,1.9,2.9,-0.5,-1.6
N#CCC(=O)NNC(=S)NC(=O)C(c1ccccc1)c1ccccc1,26.6,-11.7,22.1,0.2,-0.3,23.3,7.6,0.3
O=C(/C=C/c1ccc(Cl)cc1Cl)NCc1ccncc1,4.2,5.6,3.4,5.4,-0.3,-5.4,-2.9,6.9
O=C(/C=C/c1ccccc1)NC(=S)Nc1cccnc1,1.1,20.5,3.9,-0.1,-2.8,2.3,-13.1,-0.9
COc1cccc(C(=O)CN2CCN(S(=O)(=O)c3cccc([N+](=O)[O-])c3)CC2)c1,29.9,16.5,11.2,-1.4,-5.7,5.6,8.2,21.6
CC(C)(Oc1ccc(Cl)cc1)C(=O)NCC(c1cccs1)N1CCOCC1 (stereo unspecified),2.6,13.3,10.6,-0.6,-3.0,26.9,13.3,27.1
CC(=O)NC(CC(=O)OCC(=O)N1CCN(S(=O)(=O)c2ccc(Cl)cc2)CC1)c1ccccc1 (stereo unspecified),6.7,15.4,0.2,0.7,-1.6,0.9,13.5,7.9
Cc1cc(C)n(CCC(=O)Nc2ccc3c(c2)OCCO3)n1,-36.1,12.1,7.5,-2.4,-4.6,-10.5,-20.0,-1.1
Cc1ccccc1C(=O)NC(=S)Nc1ccccc1[N+](=O)[O-],-15.5,10.5,28.2,2.8,0.7,9.4,-9.3,-1.1
COc1cc(NC(=S)Nc2ncccc2C)cc(OC)c1OC,-19.4,23.2,27.4,-0.9,1.8,36.7,-19.0,19.6
O=C(COC(=O)C1CCCCC1)Nc1ccc(N2CCCCC2)cc1,-0.9,27.6,-18.7,0.3,-5.1,14.5,-10.0,21.3
O=C(NCCCc1ccccn1)C1CCC(=O)N(Cc2cccc(F)c2)C1 (stereo unspecified),13.7,20.7,-5.1,0.8,-7.4,-4.2,17.2,-9.0
Cc1ccc(C(=O)NC2CCCC2)cc1S(=O)(=O)N1CCCCC1,2.9,-2.2,0.1,0.1,-1.7,4.0,16.3,9.2

# An excerpt from further up, as a working copy:
SMILES,697 NFkB inh,Mdm2-MdmX inh,TIM10 inh,CHOP UPR activ,XBP1 UPR activ,tim10-1 inh,Jurkat NFkB inh,tim23-1 inh
CC(=O)NC(CC(=O)OCC(=O)N1CCN(S(=O)(=O)c2ccc(Cl)cc2)CC1)c1ccccc1 (stereo unspecified),6.7,15.4,0.2,0.7,-1.6,0.9,13.5,7.9
Cc1cc(C)n(CCC(=O)Nc2ccc3c(c2)OCCO3)n1,-36.1,12.1,7.5,-2.4,-4.6,-10.5,-20.0,-1.1
Cc1ccccc1C(=O)NC(=S)Nc1ccccc1[N+](=O)[O-],-15.5,10.5,28.2,2.8,0.7,9.4,-9.3,-1.1
COc1cc(NC(=S)Nc2ncccc2C)cc(OC)c1OC,-19.4,23.2,27.4,-0.9,1.8,36.7,-19.0,19.6

# Look-ups from the list.
# XBP1 UPR activ, Cc1ccc(C(=O)NC2CCCC2)cc1S(=O)(=O)N1CCCCC1 : -1.7
# tim23-1 inh, CC(C)(Oc1ccc(Cl)cc1)C(=O)NCC(c1cccs1)N1CCOCC1 (stereo unspecified) : 27.1

# The results go on:
SMILES,697 NFkB inh,Mdm2-MdmX inh,TIM10 inh,CHOP UPR activ,XBP1 UPR activ,tim10-1 inh,Jurkat NFkB inh,tim23-1 inh
FC(F)(F)c1ccccc1/C=N/n1c(C2CCCCC2)n[nH]c1=S,-13.3,0.5,32.9,-1.8,4.3,48.4*,-10.0,50.8*
O=C(COc1ccc2c(C(F)(F)F)cc(=O)oc2c1)Nc1ccc2c(c1)OCCO2,17.8,-5.5,-9.0,-1.8,1.3,8.4,1.6,-14.5
CC(C)N(Cc1ccccc1)C(=O)COC(=O)CCC(=O)c1ccc(F)cc1,24.7,-10.2,-0.8,-0.3,0.2,10.2,21.0,11.2
CN(C)/C=N/c1ncc(C(=O)c2ccccc2)s1,-48.2,-11.5,16.2,4.6,0.8,15.4,-67.9,7.5
COc1cc2[nH]c3c(OC)ncnc3c2cc1OC,-2.2,24.2,0.9,2.2,2.6,21.0,-16.7,21.9
CC(=O)Nc1cccc(NC(=O)C2CC(=O)N(C3CCCCC3)C2)c1 (stereo unspecified),30.5,-3.7,-5.3,-1.2,-0.4,-4.3,4.3,1.7
Cc1cc(C)c(C(=O)/C=C/c2cccc3ccccc23)c(=O)[nH]1,-4.5,88.2*,40.7*,4.8,1.7,43.3*,8.1,37.0
Cc1cccc(C)c1NC(=O)COC(=O)c1cc(-c2cccnc2)nc2ccccc12,14.9,17.9,15.9,-2.4,-2.7,26.8,13.4,20.1
COc1ccc(C(=O)Nc2cc(OC)c(NC(=O)c3ccco3)cc2OC)cc1,-5.0,17.1,16.5,-0.7,0.8,25.6,-12.4,26.7
NC(=S)N1OC[C@@H]2COc3ccc4ccccc4c3[C@@H]21,-10.8,69.5*,39.0,-5.5,-4.1,40.6*,-12.5,29.9
Cc1ccc(S(=O)(=O)c2nc(-c3ccccc3Cl)oc2N2CCN(C)CC2)cc1,8.9,-0.4,-2.1,1.3,0.2,-4.9,6.4,19.0
CCc1ccccc1NC(=O)Nc1ccc(F)cc1,-14.3,20.3,-1.9,2.1,-0.8,16.7,-20.4,19.6
O=C(CCN1Cc2ccccc2C1)c1ccc2c(c1)OCCO2,18.5,2.7,-4.0,11.7,-3.3,31.6,-18.4,28.6
Cc1ccccc1C(=O)N=c1sccn1C,2.4,6.2,-3.1,2.8,0.2,-5.4,-8.7,-2.1
COc1ccc(C(CNC(=O)CSc2ccc(Br)cc2C)N2CCOCC2)cc1 (stereo unspecified),-13.5,2.8,12.0,-0.2,-1.7,23.6,-10.8,27.3
C#CCOCCOCCOCCNc1nc(N2CCN(C(=O)[C@H]([C@@H](C)CC)n3cc([C@@H](N)CO)nn3)CC2)nc(N2CCN(C(=O)[C@H](Cc3ccc(O)cc3)n3cc([C@@H](N)C(C)CC)nn3)CC2)n1 (stereo partly specified),15.1,10.2,0.2,0.0,0.6,-7.4,-3.7,12.8
CN(C)c1ccc(CC2C(=O)Nc3ccccc32)cc1 (stereo unspecified),-20.0,3.5,19.9,6.3,2.1,11.7,-11.0,12.0
CCCCn1c(N)c(N(CC(C)C)C(=O)COC(=O)Cc2cccc(OC)c2)c(=O)[nH]c1=O,5.9,11.3,8.7,2.5,3.0,-13.6,7.5,8.4
CC(C)(C)c1ccc(CNc2cc(N3CCOCC3)ccc2[N+](=O)[O-])cc1,1.7,13.7,15.1,1.2,2.8,18.3,-16.5,16.8
Cc1ccc(-c2nc3c(c(=O)[nH]c(=O)n3Cc3ccccc3)n2C)s1,5.4,62.3*,-12.8,2.5,-0.7,-1.8,0.1,-8.5
O=C(O)CNC(=O)c1ccc(OC(F)F)cc1,19.9,11.0,16.6,-1.7,1.1,10.6,10.0,9.6
c1ccc(C(CN2CCOCC2)c2ccccc2)cc1,12.4,-4.1,-3.5,-0.4,-4.0,9.4,3.5,-4.8
Nc1ccc(O)c2c(=O)cc(-c3ccccc3Cl)oc12,-106.4,-73.6,-9.2,2.3,6.4,-7.1,-99.4,3.5
CCOc1ccc(NC(=NCc2ccc3c(c2)OCO3)SC2CC(=O)N(c3ccc(C(=O)O)cc3)C2=O)cc1 (stereo unspecified),10.8,13.5,15.2,6.5,-1.3,16.6,-2.6,1.3
O=c1ccc2cc3c([nH]c4ccc(Br)cc43)oc-2c1O,-10.4,18.7,-30.3,9.2,1.7,13.7,2.6,22.3
COc1cccc(NC(=O)CCC2CCN(C(=O)c3scnc3C)CC2)c1,20.9,10.4,6.0,0.6,0.3,-14.1,4.0,-0.9
O=C(Cn1c(=O)oc2ccccc21)Nc1ccc(S(=O)(=O)N2CCCCC2)cc1,1.6,7.8,-16.9,-0.8,8.1,-4.9,-11.0,-19.4
COc1ccc(C(c2sc3nc(C)nn3c2O)N2CC(C)OC(C)C2)cc1OC (stereo unspecified),-5.9,30.2,-11.6,2.4,3.6,1.2,7.1,10.5
CCc1cc2c3c([nH]c2cc1S(=O)(=O)NCCCOC)CC(C)(C)CC3=O,3.0,-18.9,9.3,0.8,-5.7,-9.6,4.3,16.9
Cc1ccc(S(=O)(=O)Nc2n[nH]nc2C(=O)NC2CCCCC2)cc1,7.1,7.6,-2.0,0.9,-1.2,8.2,3.6,-0.5
Cc1ccc(C)c(Nc2nc(N)c3ccccc3n2)c1,-80.5,-78.0,14.6,2.5,0.6,13.7,-96.5,15.8
COc1cc2c(cc1OC)C(c1ccc(N(C)C)cc1)CC(=O)N2 (stereo unspecified),4.1,16.4,2.6,0.8,3.4,10.5,-4.7,8.2
CN(C)C/C(Cl)=C(\Cl)c1ccccc1,19.2,4.5,6.7,-0.4,-5.8,25.1,-1.5,15.7
CCCS(=O)(=O)c1nc(S(=O)(=O)c2ccc(C)cc2)c(NCc2ccco2)s1,-22.9,-24.4,5.5,0.3,-0.8,17.2,-4.2,23.4
O=C1Nc2cc(C(=O)N3CCC(N4CCCCC4)CC3)ccc2S/C1=C\c1ccccc1,8.8,54.5*,2.0,3.8,0.4,15.5,-16.9,9.6
CCc1ccccc1NC(=O)CN(C)C(=O)c1cc(C2CC2)nn1-c1ccccc1,-9.4,-1.3,-8.8,-0.7,-1.1,-8.0,-21.8,18.8
O=C(Nc1ccc(Cl)cc1F)C1CCCN(C2=NS(=O)(=O)c3ccccc32)C1 (stereo unspecified),-5.2,13.7,-2.6,1.3,-1.1,-16.4,-1.9,2.2
CCn1c(O)c(C=NCc2ccccc2)sc1=S,-1.2,5.5,15.8,0.8,-0.2,15.1,10.4,14.3
O=C(Cc1c(Cl)cccc1Cl)Nc1ccc(S(=O)(=O)Nc2ncccn2)cc1,-6.7,8.2,6.1,0.2,-5.2,0.9,10.8,1.2
Cc1ccc2nc(NCCCNC(=O)c3cnccn3)c(C#N)cc2c1,-15.8,-1.0,-9.9,-0.5,-2.1,8.4,-4.2,-11.6
